KCNK3 inh – human KCNK3 channel inhibition, primary screen | O14649 | CHO-KCNK3 thallium flux, FluxOR fluorescence; hits give low values | B-score at 10 µM | actives 0.84% (n = 340,000) | AID 602410;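 active means B-score under library mean minus 4 SD, starting fluorescence ratio at most library mean plus 5 SD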;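 further: more negative B-score means stronger inhibition of thallium flux through KCNK3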
Target sequence (O14649 whole entry, looked up): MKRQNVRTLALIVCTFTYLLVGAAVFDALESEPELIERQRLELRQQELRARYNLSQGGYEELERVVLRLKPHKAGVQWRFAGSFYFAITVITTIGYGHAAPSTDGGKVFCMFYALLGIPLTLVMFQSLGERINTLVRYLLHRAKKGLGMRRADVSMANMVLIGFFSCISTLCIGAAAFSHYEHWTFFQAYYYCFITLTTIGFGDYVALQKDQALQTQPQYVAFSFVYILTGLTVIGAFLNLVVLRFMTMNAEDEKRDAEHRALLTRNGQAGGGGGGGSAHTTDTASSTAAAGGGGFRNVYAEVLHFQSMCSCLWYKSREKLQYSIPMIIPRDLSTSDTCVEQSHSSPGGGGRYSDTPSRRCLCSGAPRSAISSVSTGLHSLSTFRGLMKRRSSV
HDAC3 inh – inhibitors of human histone deacetylase 3. O15379. recombinant HDAC3, fluorogenic peptide/trypsin coupled, fluorescence. actives 0.15% (n = 320,000). inhibition, % at 8.3 µM; in the data active means inhibition above about 26%, passing the limit was not always enough; inconclusive means no clear call, values can overlap the other calls
hERG rescue – hERG (human) protection from proarrhythmic block | Q12809 | CHO-hERG, FluxOR thallium flux, dofetilide IC70 present | AID 1511 | actives 0.51% (n = 310,000) | activation (rescue from dofetilide block), less the hit threshold, % at 10 µM;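 active means activation above the mean of controls blocked by dofetilide plus 5 SD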;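 further: thallium influx through hERG after potassium depolarization seen as dye fluorescence rise; in these data hits start at about 4.7%; inactives centre near -7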
SKKanGAS inh – SKKanGAS growth inhibition; inhibition, % at 7.5 µM; S. pyogenes SKKanGAS, kanamycin growth, BacTiter-Glo, 6 h; AID 1662; actives 1.3% (n = 300,000);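 active means mean replicate score, as percent of positive control median, at least 50; inconclusive means mean below 50 but one replicate at or above 50; inactive means mean and every replicate below 50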;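 further: strain carries kanamycin resistance gene driven by streptokinase promoter and grows in 40 µg/ml kanamycin; loss of luminescence reflects streptokinase promoter inhibition or plain growth inhibition; 0% = median of DMSO wells and 100% = positive control at its reference dose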
KCNQ1 pot – potentiators or activators of human KCNQ1 potassium channel. P51787. CHO-K1 KCNQ1, thallium flux FluxOR fluorescence; hits give high values. B-score at 10 µM. actives 0.35% (n = 310,000). AID 2648;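 active means fluorescence ratio B-score, a plate-corrected score, at least three library SD, with initial intensity B-score within 5 SD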
Target sequence (P51787 whole entry, looked up): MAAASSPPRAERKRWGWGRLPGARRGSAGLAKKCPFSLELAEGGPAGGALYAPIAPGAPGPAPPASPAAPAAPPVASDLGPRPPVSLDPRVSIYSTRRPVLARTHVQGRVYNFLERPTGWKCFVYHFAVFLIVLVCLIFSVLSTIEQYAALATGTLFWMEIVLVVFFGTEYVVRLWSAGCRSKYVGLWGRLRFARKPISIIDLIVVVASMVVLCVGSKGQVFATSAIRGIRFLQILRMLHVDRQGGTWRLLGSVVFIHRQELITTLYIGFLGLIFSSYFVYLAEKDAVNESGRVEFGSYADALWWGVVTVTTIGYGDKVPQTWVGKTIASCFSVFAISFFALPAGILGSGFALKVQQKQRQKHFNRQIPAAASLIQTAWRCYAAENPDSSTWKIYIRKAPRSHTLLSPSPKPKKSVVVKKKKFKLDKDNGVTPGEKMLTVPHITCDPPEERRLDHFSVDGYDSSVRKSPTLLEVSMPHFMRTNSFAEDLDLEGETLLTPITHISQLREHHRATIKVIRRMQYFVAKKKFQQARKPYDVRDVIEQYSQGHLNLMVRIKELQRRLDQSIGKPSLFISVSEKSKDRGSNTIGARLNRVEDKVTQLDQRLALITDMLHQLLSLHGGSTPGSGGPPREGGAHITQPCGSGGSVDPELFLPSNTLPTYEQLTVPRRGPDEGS
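Schedule – 37 °C overnight plating, 90-min dark dye load, 20-min compound pretreatment · System – stable KCNQ1 CHO-K1 line · Probe or stimulus – thallium- and potassium-containing depolarizing buffer · Measured by – kinetic FluxOR fluorescence, 10 s baseline plus 110 s post-stimulus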
RGS4 pot – RGS4 potentiation or activation; HEK293 M3R/inducible RGS4, carbachol calcium flux Fluo4; hits give low values; B-score at 10 µM; actives 0.92% (n = 310,000);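 active means B-score of the integrated calcium signal more than 4 SD below the library mean, with starting fluorescence not abnormally high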;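 further: negative B-score means reduced calcium response which marks RGS4 activation or potentiation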
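Assay system: HEK293 FlpIn-TREx cells, stable M3R, doxycycline-inducible RGS4 / Probe or stimulus: carbachol, ECmax concentration / Times: overnight RGS4 induction, 30 min dye load 37 °C, 20 min compound RT / Signal: kinetic calcium fluorescence imaging with Fluo4-AM dye, 2 µM / Measure: Agonist-evoked peak-minus-minimum fluorescence over baseline, integrated ratio, B score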
TMEM16A act – mouse TMEM16A channel activation, primary screen | HEK293 TMEM16A/YFP-H148Q/I152L, iodide quench fluorescence; hits give low values | AID 623877 | Q8BHY3 | B-score at 10 µM | actives 0.3% (n = 340,000);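 active means fluorescence-ratio B-score plate-corrected deviation score at least 3 library SD below zero, with starting fluorescence score within 5 deviations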;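 further: channel opened by trigger with iodide after compound preincubation; score built on the fluorescence ratio of max minus min over baseline; more negative score means more quench and so TMEM16A activation or potentiation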
TMEM16A inh – inhibitors of mouse TMEM16A calcium-activated chloride channel; Q8BHY3; normalized B-score (activity score, 25-100; higher = stronger inhibition) at 10 µM; HEK293 TMEM16A/YFP iodide influx fluorescence, ionomycin; actives 1.2% (n = 310,000);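 active means ratio plate-corrected score three or more library SD toward inhibition, starting fluorescence score within five deviations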;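 further: score derived from kinetic fluorescence span divided by baseline fluorescence per well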
RGS4 inh – inhibitors of human RGS4; actives 0.45% (n = 310,000); P49798; HEK293 M3R/RGS4 inducible, Fluo-4 calcium flux; hits give high values; triggered by carbachol at its EC20; B-score at 10 µM; AID 463165;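 active means B-score, a plate-corrected calcium signal, over three deviations above library mean, with baseline fluorescence within five deviations of library mean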;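 further: RGS4 expression induced by doxycycline in cells with stable M3 receptor; B-score is computed from the integrated fluorescence ratio over baseline after carbachol; higher B-score means a larger calcium signal and so more RGS4 inhibition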
KCNQ1 block – human KCNQ1 channel inhibition. P51787. CHO-K1 KCNQ1, FluxOR thallium flux fluorescence; hits give high values. B-score at 10 µM. actives 1.3% (n = 310,000);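 active means compounds whose thallium flux B-score, printed positive for inhibition, exceeds three library SD while starting fluorescence stays within three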;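 further: channel opened by potassium depolarization with thallium stimulus after 20 min compound exposure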
KCNK9 inh – blocks the human KCNK9 two-pore domain potassium channel | AID 488922 | Q9NPC2 | HEK293 KCNK9, FluxOR thallium flux fluorescence; hits give low values | actives 1.2% (n = 310,000) | B-score at 10 µM;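 active means ratio B-score over 3 SD below the library mean, with starting fluorescence within 5 SD of its mean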;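 further: negative B-score means less thallium flux so channel inhibition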
An asterisk follows results filed as active; i = inactive; ? = inconclusive; · = no result given; & = joins results of further samples.

SMILES	KCNK3 inh	HDAC3 inh	hERG rescue	SKKanGAS inh	KCNQ1 pot	RGS4 pot	TMEM16A act	TMEM16A inh	RGS4 inh	KCNQ1 block	KCNK9 inh
CC(=O)Nc1ccc(S(=O)(=O)N2CCN3CCCC3C2)cc1 (configuration not stated)	i	-9.9	-9.4	-3.9	i	i	i	i	i	i	i
CCn1cc2nc(SCC(=O)Nc3ccc(OC)c(OC)c3)n(Cc3ccc(OC)cc3)c(=O)c2n1	i	1.6	-5.7	1.5	i	i	i	i	i	i	i
CCC(CC)N1CCN(CCc2ccccc2)C(CCO)C1 (configuration not stated)	i	-0.1	-7.0	0.9	i	i	i	i	i	i	i
CCOc1ccccc1NC(=O)C(CC(C)C)NC(=O)C1CCC(C)CC1 (configuration not stated)	i	2.4	-10.5	0.8	i	i	i	i	i	i	i
Cc1cc(C)n2nc(C(=O)NCc3ccccc3)nc2n1	i	0.2	-1.5	-2.3	i	i	i	i	i	i	i
CN(C)CCCN(C(=O)c1ccc(S(=O)(=O)N2CCCc3ccccc32)cc1)c1nc2ccc(F)cc2s1	i	·	-20.3	10.6	i	i	i	i	i	i	i
CCOC(=O)C1=C(NC#N)OC(C)=C(C)C1c1ccc(O)cc1 (configuration not stated)	i	8.3	-7.4	6.0	i	i	i	i	i	i	i
CCSc1nc2c(sc3nc(C)cc(C)c32)c(=O)[nH]1	·	·	-9.0	21.3	i	i	·	·	i	i	i
CCC(C)N(C(=O)C(F)(F)F)C(C(=O)NC1CCCCC1)c1ccncc1 (configuration not stated)	i	1.5	-9.5	2.0	i	i	i	i	i	i	i
COc1ccc(/C(C)=N/OC/C(O)=C(\C#N)c2nc3ccccc3[nH]2)cc1OC	i	2.7	-2.9	-14.9	i	i	i	i	i	i	i
COC(=O)C1C(=O)N2CCCSC2=C(C#N)C1c1cccs1 (configuration not stated)	i	8.4	-2.4	-1.7	i	i	i	i	i	i	i
O=C(Nc1ccccc1)c1cccc(NC(=O)c2ccco2)c1	i	-0.5	-9.9	-5.5	i	i	i	i	i	i	i
O=C(CSc1nc2ccccc2o1)Nc1nccs1	i	-1.6	-8.6	16.1	i	i	i	i	i	i	i
O=C1c2cccnc2C(Nc2ccccc2Br)N1Cc1ccco1 (configuration not stated)	i	8.4	-7.2	0.3	i	i	i	i	i	i	i
Cc1ccc(NC(=O)CN(C)C(=O)C2CC(=O)N(Cc3ccccc3)C2)cc1 (configuration not stated)	i	0.4	-9.1	-3.5	i	i	i	i	i	i	i
CCSC1=NC2(CCCCC2)Nc2sc3c(c21)CCCC3	i	7.2	-1.6	18.1	i	i	i	i	i	i	i
Cc1ccc2c(CSc3nnnn3C)cc(=O)oc2c1	i	-1.9	-12.4	5.7	i	i	i	i	i	i	i
COc1ccc(C(CNC(=O)c2cccc(S(=O)(=O)Nc3ccc(C)cc3)c2)N2CCOCC2)cc1 (configuration not stated)	i	8.7	-18.2	-5.2	i	i	i	i	i	i	i
O=c1[nH]n(CC2COC3(CCCCC3)O2)c(=O)c2ccccc12 (configuration not stated)	i	-2.0	-3.9	-8.4	i	i	i	i	i	i	i
O=C(O)C1CCCN(S(=O)(=O)c2ccc(Cl)s2)C1 (configuration not stated)	i	0.7	-6.0	0.7	i	i	i	i	i	i	i
COc1ccc(C2C3=C(N=C4SCC(=O)N42)c2ccccc2CC3)cc1OC (configuration not stated)	i	-6.3	-10.9	5.6	i	i	i	i	i	i	i
CC(C)(C)NC[C@H](O)COc1nsnc1N1CCOCC1	i	2.5&-9.8	-3.6	-0.6	i	i	i	i	i	i	i
COc1ccc(OC)c(NC(=O)CSc2nncc3ccccc23)c1	i	-2.6	-2.5	-3.8	i	i	i	i	i	i	i
COc1ccc(OC)c(C2C(C(=O)Nc3ccccc3OC)=C(C)Nc3nc(CCCO)nn32)c1 (configuration not stated)	i	-2.3	-9.9	3.5	i	i	i	i	i	i	i
COC(=O)CCC(=O)OC1(C)C(=O)C=C2C=C(C3CC3)N(CCc3c[nH]c4ccccc34)C=C2C1=O (configuration not stated)	i	-0.2	-5.1	-2.2	i	i	i	i	i	i	i
CCOc1ccc(NS(=O)(=O)c2ccc(NC(=O)[C@@H]3CCCC[C@@H]3C(=O)O)cc2)cc1	i	-9.0	-6.2	15.1	i	i	i	i	i	i	i
C=CCOc1cccc(C2C(C(=O)c3ccc(C)o3)=C(O)C(=O)N2CCCn2ccnc2)c1 (configuration not stated)	i	3.5	-9.8	5.4	i	i	i	i	i	i	i
COc1cc(NC(=S)Nc2ccc(Br)cc2Cl)c(OC)cc1Cl	i	4.4	-6.7	1.8	i	i	i	i	i	i	i
On1c(-c2ccccc2Cl)nc2ncccc21	i	5.0	-1.3	-3.4	i	i	i	i	i	i	i
CCCCNC(=O)c1ccc(N2CCC3(CC2)OCCO3)c([N+](=O)[O-])c1	i	0.5	-7.7	-6.7	i	i	i	i	i	i	i
CC1Cc2ccccc2N1C(=O)CCS(=O)(=O)c1cccs1 (configuration not stated)	i	-3.2	-2.8	-9.8	i	i	i	i	i	i	i
CC(C)C[C@H](NC(=O)Nc1ccc(Oc2ccccc2)cc1)C(=O)O	i	-1.8	-3.3	-1.7	i	i	i	i	i	i	i
O=C1NCC(COCC2CC=CCC2)O1 (configuration not stated)	i	2.8	-10.8	0.8	i	i	i	i	i	i	i
C1=CC2CCC1ON2c1ccccc1 (configuration not stated)	i	-2.6	-8.1	-8.1	i	i	i	i	i	i	i
COc1ccc(CN(C)Cc2nc(Cc3ccccc3Cl)no2)cc1OC	i	5.4	-8.8	0.9	i	i	i	i	i	i	i
CNC(=O)Nc1cccc2cccnc12	i	5.3	-8.5	-4.1	i	i	i	i	i	i	i
CC(C)NC(=O)/C(=C/c1ccco1)c1ccccc1	i	1.0	-10.2	1.7	i	i	i	i	i	i	i
CCn1c(C)nc2cc(C(=O)NNS(=O)(=O)c3ccc(C)c(C)c3)ccc21	i	7.0	-1.3	-5.2	i	i	i	i	i	i	i
O=C(CNC(=O)N1CC(=O)Nc2ccccc21)NCc1ccccc1Cl	i	1.4	-5.2	2.7	i	i	i	i	i	i	i
Cc1ccc(C(O)(COC(=O)C(C)C)COC(=O)C(C)C)c(O)c1	i	8.9	-6.6	2.9	i	i	i	i	i	i	i
COc1cc(NC(=O)Cc2ccccc2)c(C(=O)O)cc1OC	i	5.6	-6.1	5.3	i	i	i	i	i	i	i
O=c1ccc2ccc(Oc3ccc(Cl)cc3[N+](=O)[O-])cc2o1	i	-2.0	-9.9	-0.4	i	i	i	i	i	i	i
Cc1ccc(S(=O)(=O)Nc2ccccc2C(=O)Nc2nc(-c3ccc(F)cc3)cs2)cc1	i	·	-16.5	105.6*	i	i	i	25*	i	i	-10.1*
CS(=O)(=O)N(Cc1ccccc1)c1ccccc1C(=O)Nc1ccccc1C(=O)NCc1ccco1	i	-2.0	-11.6	-0.9	i	i	i	i	i	i	i
COc1cc(S(=O)(=O)NCc2ccncc2)c(OC)cc1Br	i	3.6	-1.6	0.3	i	i	i	i	i	i	i
CCCN1C(=O)COc2ccc(-c3n[nH]c(=O)c4ccccc34)cc21	i	0.4	-0.5	3.1	i	i	i	i	i	i	i
CCOC(=O)C(Cc1cc(C(C)=O)ccc1OC(C)C)C(=O)OCC	i	9.6	-11.0	0.0	i	i	i	i	i	i	i
Cc1ccc(S(=O)(=O)NCCC(=O)Nc2ccc(C)c(Cl)c2)cc1C	i	11.2	-11.5	-7.2	i	i	i	i	i	i	i
O=C(COC(=O)C1=COCCO1)Nc1ccc(F)c(F)c1	i	-0.3	-7.1	-4.3	i	i	i	i	i	i	i
CC1Oc2cc3oc4c(O)c5c(cc4c(=O)c3c(O)c2C1(C)C)C=CC(C)(C)O5 (configuration not stated)	·	4.3	-22.5	70.0*	i	i	·	i	i	i	i
Continued.
SMILES	KCNK3 inh	HDAC3 inh	hERG rescue	SKKanGAS inh	KCNQ1 pot	RGS4 pot	TMEM16A act	TMEM16A inh	RGS4 inh	KCNQ1 block	KCNK9 inh
COC(=O)CSc1nnc(-c2ccccc2OC)n1-c1ccc(C)cc1	i	1.2	-8.9	-1.9	i	i	i	i	i	i	i
CC(C)c1csc(CN2CCCC(CNC(=O)c3cccc4ccccc34)C2)n1 (configuration not stated)	i	2.8	-10.1	9.0	i	i	i	i	i	i	i
COc1ccccc1OCc1nnc(SCC(=O)N2CCCC2)o1	i	2.1	-5.7	0.3	i	i	i	i	i	i	i
Nn1c(SCC(=O)Nc2cc(S(=O)(=O)N3CCOCC3)ccc2Cl)nnc1-c1cccnc1	i	19.9	-5.5	-4.5	i	i	i	i	i	i	i
CCC1Oc2ccc(C)cc2N(CC(=O)NCCN2CCOCC2)C1=O (configuration not stated)	i	-2.1	-11.3	-2.6	i	i	i	i	i	i	i
CCOC(=O)CCNC(=O)N1CCC(CCOc2ccccc2)(C(=O)OCC)CC1	i	0.4	-2.8	-2.7	i	i	i	i	i	i	i
CC(C)OCCCNC(=O)C1CCC(CNS(=O)(=O)c2ccccc2)CC1 (configuration not stated)	i	·	-11.4	1.8	i	i	i	i	i	i	i
CCC1(CC)C(=O)N(C)C(=O)NC1=Nc1ccc(OC)cc1	i	0.9	-10.0	-0.2	i	i	i	i	i	i	i
Cn1c(CCN2CCCCC2)nc2cc(NC(=O)COc3ccc(Cl)cc3)ccc21	i	-9.3	-14.2	0.1	i	i	i	i	i	i	i
O=C(O)c1cccc(S(=O)(=O)NCc2cccs2)c1	i	1.0	-7.2	-1.1	i	i	i	i	i	i	i
CCOc1ccc(OCc2ccc(C(=O)Nc3ccc(Cl)cn3)o2)cc1	i	?	-2.9	-8.2	i	i	i	i	i	i	i
Cc1ccc(/C=N/n2cnc3sc(-c4ccccc4)cc3c2=O)o1	i	5.1	-1.4	5.8	i	i	i	i	i	i	i
CSc1ccc(Cl)c(C(=O)NCCCn2ccnc2)c1	i	-6.1	-1.4	-2.7	i	i	i	i	i	i	i
NC(=S)c1cc2cc(Br)ccc2oc1=O	i	2.2	-6.5	1.7	i	i	i	i	i	i	i
O=C(C1=C(O)C(=O)N(CCN2CCOCC2)C1c1cccc(Br)c1)c1cccs1 (configuration not stated)	i	·	-4.2	-2.2	i	i	i	i	i	i	i
CC(=O)Nc1nc2c(s1)C(=O)NCCC2	i	-1.0	-11.3	0.9	i	i	i	i	i	i	i
COc1ccc(S(=O)(=O)N2CCC(C)CC2)cc1OC	i	2.3	-7.2	-3.3	i	i	i	i	i	i	i
